Kir21 block = inhibitors of mouse Kir2.1 inward-rectifier potassium channel; Inward rectifier potassium channel 2 (Mus musculus), P35561; HEK293-Kir2.1, FluxOR thallium flux fluorescence; active compounds read low; B-score at 10 µM; actives 0.85% (n = 310,000);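 active means fluorescence ratio B-score at or below minus 3 SD of library scores, with starting-brightness B-score within 2 SD, cut at about -4.2 in these data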;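 further: channel flux triggered by added potassium and thallium sulfate stimulus; B-score of peak minus minimum fluorescence over baseline after thallium stimulus; more negative B-score means stronger Kir2.1 block with less thallium influx; some compounds called inactive have numbers as strong as hits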
Target sequence (P35561 whole entry, looked up): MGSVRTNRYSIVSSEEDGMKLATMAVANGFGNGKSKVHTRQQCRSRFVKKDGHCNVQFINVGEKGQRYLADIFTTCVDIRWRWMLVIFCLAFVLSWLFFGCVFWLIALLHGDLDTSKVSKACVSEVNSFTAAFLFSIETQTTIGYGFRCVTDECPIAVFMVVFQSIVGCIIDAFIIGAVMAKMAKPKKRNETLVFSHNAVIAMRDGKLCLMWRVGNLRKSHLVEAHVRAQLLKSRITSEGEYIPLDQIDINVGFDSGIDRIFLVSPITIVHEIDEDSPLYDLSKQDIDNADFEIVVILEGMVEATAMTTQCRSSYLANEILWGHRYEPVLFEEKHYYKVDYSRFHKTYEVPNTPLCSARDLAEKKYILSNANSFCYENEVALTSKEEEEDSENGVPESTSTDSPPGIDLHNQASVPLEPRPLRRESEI
KCNQ2 block = KCNQ2 potassium channel inhibitors, primary screen, cell-based, CHO-K1, FluxOR thallium flux, B-score (AID 2156) | Potassium voltage-gated channel subfamily KQT member 2 (Rattus norvegicus), O88943 | actives 1.1% (n = 310,000) | B-score at 10 µM | 20 min; active compounds read low;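 active means fluorescence ratio B-score at most minus 3 library SDs, with starting brightness B-score within 2 library SDs, cut at about -5.5 in these data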
Numbers without * were called inactive; i = inactive.

SMILES	Kir21 block	KCNQ2 block
COc1cc(NS(=O)(=O)c2ccc(NC(=S)NC(=O)c3sc4ccccc4c3Cl)cc2)nc(OC)n1	1.3	i
Cc1[nH]n(-c2ccccc2)c(=O)c1C(C[N+](=O)[O-])c1ccc(Br)cc1 (stereo unspecified)	-0.32	i
COc1cc(C)c(NC(c2ccccc2)c2ccccc2)cc1OC	-1.4	i
CC(C)Cc1ccc(S(=O)(=O)N2CCN(c3ccccn3)CC2)cc1	-0.76	i
O=C(Nc1ccc(N2CCN(Cc3ccccc3)CC2)cc1)c1cccnc1	-0.54	i
CCN(C(=O)CCCCC(=O)N(CC)c1ccccc1)c1ccccc1	-0.06	i
CCC(CC)C(=O)Nc1cc(OC)c(OC)cc1C(=O)O	-0.13	i
CS(=O)(=O)N(CC(=O)N1CCCC1)c1ccc(Cl)cc1Cl	0.17	i
Cc1ccc2nc(C)/c(=N\O)c(C)nc2c1	0.04	i
O=C1/C(=C/c2cccs2)SC(=S)N1CCC(=O)N1CCCCC1CCO (stereo unspecified)	-0.72	i
O=c1ccnc(Nc2ccc3c(c2)OCCO3)[nH]1	-0.02	i
CC(C)N(C(=O)CSc1nc(COc2ccccc2)nc2ccccc12)C(C)C	-0.72	-7.5*

The closing 4 records of the section above come first, to join the parts.
SMILES	Kir21 block	KCNQ2 block
Cc1ccc2nc(C)/c(=N\O)c(C)nc2c1	0.04	i
O=C1/C(=C/c2cccs2)SC(=S)N1CCC(=O)N1CCCCC1CCO (stereo unspecified)	-0.72	i
O=c1ccnc(Nc2ccc3c(c2)OCCO3)[nH]1	-0.02	i
CC(C)N(C(=O)CSc1nc(COc2ccccc2)nc2ccccc12)C(C)C	-0.72	-7.5*
CCc1c(C)sc(NC(=O)c2cccs2)c1C#N	-0.99	i
COCCCN1C(=O)c2ccc(C(=O)Nc3ccccc3OC)cc2C1=O	-1.6	i
O=C(C1Cc2ccccc2CN1S(=O)(=O)c1ccc(F)cc1)N1CCCCC1 (stereo unspecified)	-1.4	i
CC(=O)c1ccc(NC(=O)C2(c3ccccc3)CCOCC2)cc1	-0.21	i
COc1cc(/C=N/NC(=O)c2c(C)nnn2-c2nonc2N)ccc1O	-0.31	i
COc1cccc(-c2nnc(-c3ccco3)o2)c1	2.3	i
NC(N)=NC(N)=Nc1cccc2ccccc12	-0.2	i
O=C(COc1ccccc1Cl)NCCNC(=O)c1ccco1	0.5	i
CCOC(=O)CNC(=O)CSc1nnc(-c2ccccc2)c(-c2ccccc2)n1	0.9	i
CC(C)Cc1nc2n[nH]c(N)c2c2c1CCCC2	0.06	i
COc1ccc(C(=O)Nc2ccc(-c3n[nH]c(=S)o3)cc2)cc1	-0.18	i
COc1ccc(-c2cc3nc[nH]c(=O)c3s2)cc1	-0.28	i

Quoted from above, four compounds:
SMILES	Kir21 block	KCNQ2 block
O=C1/C(=C/c2cccs2)SC(=S)N1CCC(=O)N1CCCCC1CCO (stereo unspecified)	-0.72	i
O=c1ccnc(Nc2ccc3c(c2)OCCO3)[nH]1	-0.02	i
CC(C)N(C(=O)CSc1nc(COc2ccccc2)nc2ccccc12)C(C)C	-0.72	-7.5*
CCc1c(C)sc(NC(=O)c2cccs2)c1C#N	-0.99	i

(cont.)
SMILES	Kir21 block	KCNQ2 block
O=C(Oc1cc(Cl)ccc1Cl)c1ccc(N2CCOCC2)c([N+](=O)[O-])c1	-0.12	i
O=C(CCC(=O)N(CC(=O)NC1CCCCC1)c1ccc(F)cc1)Nc1nccs1	1.7	i
CCOC(=O)c1cnn2c(C(F)(F)F)cc(-c3cn(C)nc3C)nc12	1.1	i
CCCCN(CC)CCCNC(=O)c1cn(-c2ccc(OC)cc2)c(=O)c2ccccc12	0.45	i
C=CCn1cc(C(=O)OCC)c(=O)c2cc(F)c(F)cc21	0.01	i
O=C(N/N=C\c1cc(Br)c(Br)o1)c1cncc(Br)c1	1.5	i
COc1cccc2c1C(=O)c1c(O)c3c(c(O)c1C2=O)C[C@](O)(C(C)=O)C[C@H]3O[C@@H]1C[C@@H](N)[C@@H](O)[C@@H](C)O1	-7.1	i
Cn1ccnc1SCC(=O)c1ccc(Cl)cc1	-0.83	i
COc1ccc(/C(O)=C2/C(=O)C(=O)N(CCCN(C)C)C2c2ccc(Cl)cc2)cc1OC (stereo unspecified)	-0.69	i
O=S1(=O)CCC(NS(=O)(=O)c2ccc3ccccc3c2)C1 (stereo unspecified)	0.86	i
CCC(=O)/C=C1\Sc2ccccc2N1CC	0.61	i
CCOc1ccc(NC(=O)CN(C)Cc2cc(=O)n3c(-c4ccccc4)csc3n2)cc1OCC	0.28	i
N#CC(c1ccc(Cl)nn1)c1c(F)cccc1Cl (stereo unspecified)	-1.1	i
O=C(NCCc1ccc(F)cc1)C(=O)NCC1CCCN1S(=O)(=O)c1ccccc1 (stereo unspecified)	2.3	i
CC(=O)Nc1ccc2c(CSc3nnc(N)s3)cc(=O)oc2c1	1.4	i
COc1cccc(C(=O)/C=C/Nc2ccc(S(=O)(=O)Nc3onc(C)c3C)cc2)c1	2.5	i
c1ccc(Oc2cc(-n3cccn3)ncn2)cc1	0.11	i
Cc1ccccc1OCc1nnc(SCC(=O)Nc2ccc3c(c2)oc2ccccc23)n1C	0.23	i
Cc1cc(C)c(C(=O)/C=C/c2ccc3c(c2)OCO3)c(=O)[nH]1	0.14	i
Cc1cc(OCc2nnc(SC(C)C(=O)O)n2-c2ccccc2)ccc1Cl (stereo unspecified)	-1.1	i
COC(=O)c1cc(COc2ccc3ccc(=O)oc3c2)c(C)o1	0.41	i
CNC(=O)/C(C#N)=C/c1cc(C)n(-c2ccc(N3CCOCC3)cc2)c1C	1.8	i
Cc1ccc2cc(C#N)c(N3CCCN(C(=S)NCCCN(C)C)CC3)nc2c1	-3.8	i
CN(Cc1ccccc1)C(=O)Cn1cccc1C(=O)c1ccccc1	0.01	i
CCOc1ccc(-n2cc(-c3ccccc3)c3c(=O)[nH]cnc32)cc1	1.7	i
Cc1ccc(CN2C(=O)C(C)Nc3ncnc(N4CCN(c5ccccn5)CC4)c32)cc1 (stereo unspecified)	-0.79	i
COc1cc2ccccc2cc1C(=O)Nc1ccc(S(=O)(=O)Nc2cc(C)on2)cc1	0.6	i
CCOc1ccc(N2CC(C(=O)NCCc3ccc(S(N)(=O)=O)cc3)CC2=O)cc1 (stereo unspecified)	0.52	i
CC(C)NC(=O)c1cc(-c2cccs2)nc2ccccc12	0.68	i
Cc1cc(C)n(CCN(C)c2nc3nonc3nc2N2CCCCC2)n1	0.63	i
COc1ccc(NS(=O)(=O)c2ccc3oc4ccccc4c3c2)cn1	-2.3	i
COc1ccc(-c2nnc(SCC(=O)Nc3cc(C)on3)n2N)cc1OC	-0.26	i
O=C(c1cc(-c2ccccc2)on1)N1CCN(C(=O)c2ccco2)CC1	-0.68	i
O=C1CN(C(=O)COC(=O)CNS(=O)(=O)/C=C/c2ccccc2)c2ccccc2N1	-0.65	i
CC(C)OC(=O)CC(=O)c1sc2nc3c(cc2c1N)CN(C)CC3	1.2	i
COc1cccc(N2CCN(C(=O)c3cc4cc(Cl)ccc4[nH]3)CC2)c1	-0.01	i

Single entries from the entries so far.
Reading of COc1ccc(C(=O)Nc2ccc(-c3n[nH]c(=S)o3)cc2)cc1 in Kir21 block: -0.18
Reading of O=C(N/N=C\c1cc(Br)c(Br)o1)c1cncc(Br)c1 in Kir21 block: 1.5
Reading of CCCCN(CC)CCCNC(=O)c1cn(-c2ccc(OC)cc2)c(=O)c2ccccc12 in Kir21 block: 0.45
Reading of CC(C)OC(=O)CC(=O)c1sc2nc3c(cc2c1N)CN(C)CC3 in Kir21 block: 1.2
Reading of c1ccc(Oc2cc(-n3cccn3)ncn2)cc1 in Kir21 block: 0.11
Reading of CCc1c(C)sc(NC(=O)c2cccs2)c1C#N in Kir21 block: -0.99

Following part.
SMILES	Kir21 block	KCNQ2 block
O=C(Nc1ccc(F)c([N+](=O)[O-])c1)C1CCCO1 (stereo unspecified)	-0.5	i
CCOC(=O)C(C)n1cnc2c(nnn2-c2cccc(OC)c2)c1=O (stereo unspecified)	2.2	i
O=C(CCC1CCCN(C(=O)c2ccc(F)c(F)c2)C1)N1CCN(c2ccccn2)CC1 (stereo unspecified)	-0.15	i
C#CCOc1c(Br)cc(/C=N/O)cc1OCC	-1.1	i
CCOC(=O)c1csc(NC(=O)c2cc(OC)c(OC)c(OC)c2)n1	1.4	i
CCOc1ccc(NC(=O)CN2CCN(CC(=O)Nc3ccc(OC)cc3)CC2)cc1	-0.82	i
COc1ccc(S(=O)(=O)N2CCCC2)cc1C(=O)N1CCCCC1	0.75	i
O=C(NCCCN1CCOCC1)c1ccccc1NS(=O)(=O)c1ccc(Br)cc1	-0.03	i
O=Cc1sc(Nc2ccccc2)nc1Cl	-2.6	i
Brc1ccccc1OCCNCc1ccccc1	-1.3	i
Cc1ccc(C(=O)NCc2ccccn2)cc1Cl	-1.5	i
Cc1nc2cncc(Br)c2n1C	0.03	i
COCCN(C(=O)COC(=O)c1nc(Cl)ccc1Cl)c1c(N)n(Cc2ccccc2)c(=O)[nH]c1=O	0.4	i
O=C(CCN1C(=O)/C(=C\c2cccs2)SC1=S)Nc1ccccn1	2.6	i
CC1(C)CSC(=NCCc2ccccc2)N1C(=O)c1ccc(C#N)cc1	0.37	i
CCCCSc1nnc(-c2ccc(OC)cc2)n1C	0.1	i
CCc1nnc(NC(=O)c2sc3nc4c(cc3c2N)CCCCC4)s1	-0.51	i
Cc1cccc(NC(=O)CNC(=O)C23CC4CC(CC(Cl)(C4)C2)C3)n1	0.44	i
CC(C)C(=O)OCC(=O)Nc1ccc2c(c1)CCC2	-0.29	i
CCNC(=S)NNC(=O)c1ccncc1	0.03	i
O=C(CSc1nc2ccccc2c(=O)n1-c1ccccc1Cl)Nc1cccc(S(=O)(=O)N2CCOCC2)c1	-1.1	i
Cc1ccc(-c2noc(C3CCCN(C(=O)c4cccc(F)c4)C3)n2)cc1 (stereo unspecified)	-1.3	i
COc1cc(C(=O)N2CCN(C/C=C/c3ccccc3)CC2)cc(OC)c1OC	-0.74	i
C/C(Nc1cccc(F)c1)=C(/C#N)C(N)=O	0.43	i
CCC(CC)NC(=O)COC(=O)c1ccc(OCc2ccc(C(C)=O)cc2OC)c(OC)c1	0.18	i
O=S1(=O)N=C(N/N=C/c2ccccn2)c2ccccc21	-2.1	i
Cc1ccc(-c2nc(C)c(C(=O)O)s2)cc1	1.5	i
CCCCC(=O)Nc1ccccc1C#N	-0.05	i
O=C(Cc1ncc(C(F)(F)F)cc1Cl)Nc1ccc(F)cc1	2.6	i
CC1Cc2nc(SCC(=O)Nc3ccc(F)cc3F)n(C)c(=O)c2S1 (stereo unspecified)	-1.6	i
COc1ccc(S(=O)(=O)n2[nH]c(=O)c(CCO)c2C)c([N+](=O)[O-])c1	1.1	i
O=S(=O)(c1cccc2cccnc12)N1CCN(c2ccccc2)CC1	-0.01	i
CC(C)C(=O)Nc1nnc(CCc2nnc(NC(=O)C(C)C)s2)s1	1.4	i
Cc1cc(NC(=O)c2ccc(N3C(=O)CCC3=O)cc2)no1	-0.39	i
CC(C)NS(=O)(=O)c1ccc(OCC(=O)Nc2ccc3c(c2)OCO3)cc1	2.5	i
COc1ccc(CN2C(=O)CC(C(=O)NCCc3ccc(S(N)(=O)=O)cc3)SC2=Nc2ccccc2)cc1 (stereo unspecified)	-0.51	i
CCN1CCN(CCCNC(=O)c2cc3c(s2)-c2ccccc2OC3)CC1	-1.5	i
COc1ccc(NC(=O)CN(C)CC(=O)Nc2ccc(Cl)cc2[N+](=O)[O-])cc1	-0.65	i
CN1CCN(/C=N/C2=C(C#N)C(c3ccccc3)C3=C(CC(C)(C)CC3=O)O2)CC1 (stereo unspecified)	0.92	i
Cc1cccc(C)c1NC(=O)CN(C)CC(=O)Nc1cc(Cl)ccc1C#N	-0.71	i
N#Cc1cccc(NC(=O)CNc2cccc(S(=O)(=O)N3CCCCC3)c2)c1	-0.94	i
CC(C)OC(=O)CSc1nc2c(c(C3CC=CCC3)c1C#N)CCC2 (stereo unspecified)	-1	-6*
Cc1ccc(N2CCN(C(=O)c3cc(-c4ccc(F)cc4)[nH]c3C)CC2C)cc1 (stereo unspecified)	-0.84	i
COc1cc(-c2nc(-c3ccc(NC(=O)c4ccc(Br)o4)cc3)no2)cc(OC)c1OC	0.13	i
Cn1[nH]c(-c2ccccc2)c(/C=N/O)c1=O	-1.3	i
CCCN(CCC)C(=O)Cn1c(=O)n(CCCCC(=O)NC2CCCC2)c(=O)c2ccccc21	0.12	i
COc1ccc(CN2CCNC(=O)C2CC(=O)NCCc2c[nH]c3ccccc23)c(OC)c1 (stereo unspecified)	0.07	i
COc1cc(/C=N/NC(=S)Nc2cccnc2)cc(OC)c1OC	0.79	i
Cc1ccccc1-c1nnn(CC(=O)Nc2ccc3c(c2)OCCO3)n1	-3.5	i
CC(C)Cc1nc(Nc2ccccc2C#N)c2nnn(Cc3ccccc3)c2n1	-0.56	i
COc1ccc(N2CCN(C(=O)COc3ccccc3)CC2)cc1	-0.27	i
COc1ccc(C(=O)NNC(=O)CCCCC(=O)NNC(=O)c2ccc(OC)cc2)cc1	0.2	i
COCCCN(C(=O)CSCC(=O)Nc1cccc(C)c1)c1c(N)n(Cc2ccccc2)c(=O)[nH]c1=O	1.6	i
CN(C)C(=O)COC(=O)c1cccc(S(=O)(=O)Nc2ccc(OCc3ccccc3)cc2)c1	0.94	i
CCn1c2ccccc2c2cc(NC(=O)COc3ccccc3)ccc21	0.13	i
Cc1noc(C)c1COc1ccc(C(=O)Nc2ccccc2)cc1	2	i
O=C(CCn1c(=O)[nH]c2ccsc2c1=O)N1CCc2ccccc2C1	0.95	i
COc1cccc(NC(=O)CCC2CCN(C(=O)Cc3cccc(F)c3)CC2)c1	-0.81	i
COc1ccc(/C=C2\Oc3cc(OCC(=O)N4CCC[C@H]4C(=O)O)ccc3C2=O)c(OC)c1	0.34	i
COC(=O)c1ccc(OC)c(Cn2c(=O)n(C)c(=O)c3ccccc32)c1	-1.5	i
